# E coli Lon inh = inhibitors of E. coli Lon protease, primary screen, biochemical, fluorescence polarization; purified E. coli Lon protease; AID 602123, 2011; inhibition, % at 7.94 µM; 0.42% of 360,000 active; in the data active = inhibition above about 13%, passing the limit was not always enough;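 note: 0% = enzyme with probe and DMSO and 100% = no enzyme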
# SKN-1 block = suppressors of acrylamide-induced Pgst-4::GFP reporter in worms, primary screen, SKN-1 inhibitor project, whole organism, uHTS, GFP/RFP fluorescence ratio, strain VP596. C. elegans VP596 Pgst-4::GFP/RFP ratio, 24 h. 0.49% of 360,000 active. inhibition, % at 21.8 µM. AID 624304, 2012;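 active = interference check ratio from 0.5 to 1.5 plus GFP to RFP signal ratio inhibition reaching or exceeding a fixed threshold, cut at about 30% in these data, passing the limit was not always enough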; note: some compounds called inactive have numbers as strong as hits
# MT1-MMP act inh = blockers of MT1-MMP proenzyme processing, primary screen, HT1080 RFP-PRO-GFP cells, GFP/RFP fluorescence | 0.061% of 360,000 active | GFP/RFP ratio change, % at 20 µM | AID 651647, 2012 | Matrix metalloproteinase-14 (Homo sapiens), P50281 | GFP/RFP ratio fluorescence, overnight; percent of plate control window, DMSO zero;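 active = GFP/RFP ratio change of at least 30% with cell ATP level not reduced by more than half and red fluorescence within 50% of control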; note: strong numbers were not always called active
#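 Material: RFP-PRO-GFP reporter HT1080 cells. Dosing: single-point 20 µM compound, 1% DMSO. Controls: DMSO and RFP-L50D-GFP cell wells. Timing: cells overnight before dosing, compound overnight, 37 °C, 5% CO2. Measure: GFP/RFP fluorescence ratio.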
# PABP1 MLLE inh = inhibitors of PABP1 MLLE–PAM2 peptide binding, primary screen, biochemical, fluorescence polarization, FITC-PAM2, GST-MLLE; Polyadenylate-binding protein 1 (Homo sapiens), P11940; inhibition, % at 20 µM; 0.36% of 360,000 active; AID 588489, 2011; in the data active = inhibition above about 35%, passing the limit was not always enough;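 note: plate controls were DMSO wells with GST-MLLE for no effect and wells lacking GST-MLLE protein for full effect; some results filed as inactive read as strong as hits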
# NRP1-CendR mod = modulators of CendR peptide binding to NRP-1, primary screen, biochemical, fluorescence polarization, uHTS | 0.85% of 360,000 active | inhibition, % at 25 µM | AID 602438, 2012 | FAM-RPARPAR peptide binding to NRP-1;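 active = inhibition or corrected inhibition above about 18%, plus a signal ratio from 0.5 to 1.5, limit read from the data, passing the limit was not always enough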; note: strong numbers were not always called active
# FAS TE block = FAS thioesterase domain inhibitors, primary screen, biochemical, fluorescence intensity, uHTS; Fatty acid synthase (Homo sapiens), P49327; recombinant FAS-TE, OMFH fluorogenic substrate, fluorescence endpoint; inhibition, % at 15 µM; 0.67% of 360,000 active; AID 602261, 2012;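 active = compounds whose normalised, plate-corrected inhibition of enzyme fluorescence in the single-dose primary screen is 50% or more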;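 note: 0% = DMSO with enzyme and 100% = substrate without enzyme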
# Neddylation inh = inhibitors of cullin neddylation, primary screen, biochemical, TR-FRET, uHTS, NAE and Ubc12; NEDD8-conjugating enzyme Ubc12 (Homo sapiens) + NEDD8-activating enzyme E1 regulatory …; calls only at 25 µM; AID 651699, 2012; 0.58% of 360,000 active; in the data active = inhibition above about 36%
# bovine MsrA act = bovine MsrA enzyme activators, primary screen, biochemical, absorbance, HTS; Methionine sulfoxide reductase A (Bos taurus); purified bovine MsrA, absorbance read-out; activation, % at 10.6 µM; 0.3% of 360,000 active; AID 602163, 2012; in the data active = activation above about 7.5%;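 note: 0% = vehicle and 100% = reference activator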
# Rin1-Abl PPI inh = inhibitors of Rin1-Abl protein binding, primary screen, biochemical, TR-FRET; Tyrosine-protein kinase ABL1 (Homo sapiens) + Ras and Rab interactor 1 (Homo sapiens), …; inhibition, % at 7.35 µM; 0.4% of 360,000 active; AID 588664, 2011; in the data active = inhibition above about 5%, passing the limit was not always enough
# Numbers without * were called inactive; i = inactive; nt = no result given; + = active, no number.
smiles	FAS TE block	MT1-MMP act inh	bovine MsrA act	Neddylation inh	NRP1-CendR mod	E coli Lon inh	SKN-1 block	Rin1-Abl PPI inh	PABP1 MLLE inh
O=C1C2Sc3[nH]c(=O)sc3C(c3cc([N+](=O)[O-])ccc3O)C2C(=O)N1c1ccccc1 (centres undefined)	-1	3	-3	i	2	-2	-5	1	15
C[C@@H]1O[C@@H](O[C@H]2[C@H](Oc3cc(O)c4c(c3)O[C@H](c3ccc(O)cc3)CC4=O)O[C@H](CO)[C@@H](O)[C@@H]2O)[C@H](O)[C@H](O)[C@H]1O	-11	-3	-7	i	-1	-4	-19	-1	-6
CCOc1ccc(CCNC(=O)CN2CCN(Cc3ccccc3C)C2=O)cc1OCC	-3	2	-4	i	-4	1	-9	0	-3
COc1ccc(/C(=N/OC(C)=O)c2nccc3cc(OC)c(OC)cc23)cc1OC	-3	4	0	i	-11	-3	5	3	-8
Cc1nc2ccccc2c(=O)n1CC(=O)N1CCOCC1	-3	-1	-1	i	1	-8	-14	-2	-1
O=C(NNC(=O)c1csc(-c2cccs2)n1)c1ccc(Cl)cc1	0	6	-3	i	-11	1	-4	-5	1
CCOC(=O)N1CCN(c2ncnc3c2oc2nc(C(C)C)c4c(c23)CCC4)CC1	14	-2	-4	i	2	-1	-4	-2	3
O=C(NNC(=O)C1CC(=O)N(c2ccc3c(c2)OCCO3)C1)c1ccc(F)cc1 (centres undefined)	-10	7	-13	i	-5	-15	-7	4	-3
CC(C)(CSc1ccccn1)NS(=O)(=O)c1ccccc1	-5	-4	-1	i	-4	-3	1	0	15
C=CCc1ccc(OCC(O)CN2CCCCC2C)c(OC)c1 (centres undefined)	-6	2	0	i	-4	-2	10	-1	2
Cc1ccc2nc(C)cc(N/N=C/c3cccc(O)c3)c2c1	2	4	-1	i	-3	-9	24	-1	18
Cc1cc(C)nc(N/N=C/c2ccc([N+](=O)[O-])o2)n1	2	3	1	i	3	-10	-8	-8	5
CCN(CC)S(=O)(=O)c1ccc(/C=C/C(=O)OCC(=O)Nc2ccc(C(N)=O)cc2)cc1	-6	3	-2	i	-1	-9	-2	-1	-5
COCCOC(=O)C(C#N)c1nc2ccccc2nc1N1CCCC1 (centres undefined)	-3	-3	-2	+	-15	-9	18	-4	-1
Cc1cc(F)ccc1-c1cc(C(=O)NCc2cc(C(F)(F)F)cc(C(F)(F)F)c2)[nH]n1	-3	2	-4	i	5	-3	-3	3	8
CC(C)CCN1C(=O)c2ccc(C(=O)Nc3cccc(S(N)(=O)=O)c3)cc2C1=O	-11	5	-14	i	15	-21	-12	2	-3
O=C(Cc1ccc(F)cc1)NCCS(=O)(=O)N1CCN(c2ccccc2)CC1	-1	-4	-2	i	9	-9	-7	-1	39
Cc1ccc(N(C)C(=O)CCS(=O)(=O)c2ccc3c(c2)oc(=O)n3C)cc1	3	1	-1	i	10	5	15	3	5
Cc1nnc(NC(=O)CSc2nnc(Cc3ccccc3)n2-c2ccccc2)s1	-1	-2	0	i	6	-4	-6	1	-12
NC(=O)c1ccc(C(=O)c2ccc([N+](=O)[O-])cc2)cc1	-8	-1	-1	i	-9	3	10	1	10
O=C(CN1CCCc2ccccc21)Nc1ccccc1[N+](=O)[O-]	18	-2	-5	i	-4	8	-10	-7	-9
CCOC(=O)C(NCCOC)(NC(C)=O)C(F)(F)F (centres undefined)	-4	-3	-3	i	9	12	2	2	-4
CCN(CC)S(=O)(=O)c1ccc(-c2ccc(S(=O)(=O)N(CC)CC)cc2)cc1	20	-6	-2	i	-14	-7	-7	3	4
CNC(=O)c1ccccc1Sc1ccccc1CO	-4	0	-5	i	-5	10	-2	-1	21
COCC(=O)N(c1ccc(C(C)C)cc1)C1C=CS(=O)(=O)C1 (centres undefined)	-6	2	-2	i	2	-3	12	-2	5
Cc1cccc(C(=O)NNC(=O)c2ccc(F)cc2)c1	-3	5	-3	i	13	5	-1	0	4
CCCCNC(=O)C1(C)CCCCN1CC(=O)c1ccc(OC)cc1 (centres undefined)	-4	nt	-1	i	-12	-4	15	-4	4
CC(C)(C)CN1CCN(CC#Cc2ccccc2)CC1CCO (centres undefined)	-4	-2	1	i	5	-6	5	-1	-5
CC(C)(C)Nc1nc(NCc2cccnc2)nc(N2CCOCC2)n1	-3	-1	0	i	1	1	5	2	4
CCC1CCc2c(n(C)c3ccccc3c2=O)O1 (centres undefined)	-10	7	-1	i	-36	3	0	3	2
Cc1ccc(C(=O)NCCCN2CCOCC2)cc1N1CCCC1=O	-9	0	-3	i	15	-10	14	0	-15
Cc1ccc(C(=O)N/C(=C\c2ccc(F)cc2)C(=O)NCCCn2ccnc2)cc1	-3	nt	-11	i	8	-8	6	1	-2
COc1cccc(-c2cnc3c(NC=O)cc(-c4ccc(N(C)C)cc4)cn23)c1	12	-105	-3	nt	-84	-34	-3	-4	-106
COc1ccc(CCC(=O)NNC(=O)Nc2cccc(Cl)c2)cc1	-2	-2	4	i	2	-5	12	0	10
COc1cccc(Oc2cc(NN3CCCCC3)c([N+](=O)[O-])cc2[N+](=O)[O-])c1OC	21	-4	-2	i	8	-1	14	-3	-5
CCC(=O)c1ccc(OCC(O)CN2CCOCC2)cc1 (centres undefined)	-10	1	-4	i	2	-13	21	4	-1
COc1ccc(CCNC(=O)NC23CC4CC(CC(C4)C2)C3)cc1	8	0	0	i	2	4	5	-3	1
Cc1ccc2nc3cc([N+](=O)[O-])cc([N+](=O)[O-])c3cc2c1	-79	-38	0	i	-5	0	-10	-3	96
CC(C)CNS(=O)(=O)c1ccc(CCC(=O)N2CCOCC2)cc1	-6	0	-2	i	-6	0	2	-2	-4
Cc1cn(-c2ccccc2)c(C)c1/C=N\Nc1nc(N2CCOCC2)nc(N2CCOCC2)n1	1	-6	-12	i	-3	2	7	2	-13
CC(=O)Nc1ccc(NC(=O)COC(=O)c2ccccn2)cc1	-7	1	-3	i	8	-8	-9	0	-2
CCCC(=O)NNC(=O)CCC(=O)Nc1ccccc1Cl	-7	1	1	i	14	3	4	3	13
CCOCCCNC(=O)c1cn(CC)c2ccc(S(=O)(=O)N3CCOCC3)cc2c1=O	-9	1	-6	i	-1	3	-7	1	7
O=C(CC1CC2CCC1C2)N1CCN(S(=O)(=O)c2ccccc2F)CC1 (centres undefined)	2	-6	-1	i	1	-4	-3	-1	3
CCCOC(=O)Nc1sc2c(c1C(=O)OCC)CCC2	15	4	-5	i	9	-5	-2	2	13
COc1ccc(Br)c(Cn2c(C)c(C(=O)NCc3ccc4c(c3)OCCO4)sc2=O)c1	21	4	-3	i	-12	0	7	-2	-2
Cc1ccc2nc(NC(=O)c3ccc(Br)o3)sc2c1	0	2	-7	i	12	3	4	0	-8
Cc1cc(=O)oc2cc(OCC(=O)NC3(C#N)CCCCC3)c(Cl)cc12	11	2	-4	+	0	-1	15	0	7
COc1ccc(OCC(N)=O)cc1	-1	-3	-4	i	5	-2	-12	0	1
CCc1nnc(NS(=O)(=O)c2ccc(NC(=O)Nc3ccc(OC)cc3)cc2)s1	-2	12	-10	i	-20	4	-8	2	5
Cc1oc(-c2ccccc2)nc1Cn1cccc1C1=NC(c2ccccc2)CO1 (centres undefined)	21	-8	-3	i	4	-5	0	3	-7
COc1ccc(NC(=O)c2ccc(-c3ccc(-c4noc(C)n4)cc3C)cc2)cc1N1CCN(C)CC1	8	9	0	i	5	1	-2	0	-10
Cc1ccc2c(n1)sc1c(N)ncnc12	-9	-1	-12	i	13	-8	0	-1	-2
COc1cc(CNCC(C)C)cc(Br)c1OCC(=O)Nc1ccccc1	-5	10	-1	i	10	8	2	-3	2
Cn1cc(C(=O)N2CCN(c3ccccc3)CC2)c(=O)c2cc(S(=O)(=O)N3CCOCC3)ccc21	-4	-3	-2	i	-9	1	6	-3	17
Cc1nn(-c2ncc(C(F)(F)F)cc2Cl)c(=O)n1-c1ccccc1Cl	-6	4	0	i	-2	-1	-5	0	5
COC(=O)c1ccccc1COn1c(=O)c[n+]([O-])c2ccccc21	-4	-36	-2	i	7	-15	22	-7	-11
CC1=CC(=C(C#N)c2nc3ccccc3s2)C=C(C)N1CC1CCCO1 (centres undefined)	16	4	-4	i	-12	-12	0	-1	10
COc1ccc(Cc2nnc(SCC(=O)c3ccc4c(c3)OCO4)o2)cc1	9	3	0	i	-8	-2	-15	3	-105
Cc1c(NC(=O)CSc2nnc(-c3cccc(Cl)c3)o2)c(=O)n(-c2ccccc2)n1C	2	-1	-11	i	2	-12	-1	-1	-6

# Complete entries from above. Order of screens: FAS TE block	MT1-MMP act inh	bovine MsrA act	Neddylation inh	NRP1-CendR mod	E coli Lon inh	SKN-1 block	Rin1-Abl PPI inh	PABP1 MLLE inh
# `CCCC(=O)NNC(=O)CCC(=O)Nc1ccccc1Cl` is listed as -7	1	1	i	14	3	4	3	13
# `Cc1ccc2nc3cc([N+](=O)[O-])cc([N+](=O)[O-])c3cc2c1` is listed as -79	-38	0	i	-5	0	-10	-3	96

# The results go on.
smiles	FAS TE block	MT1-MMP act inh	bovine MsrA act	Neddylation inh	NRP1-CendR mod	E coli Lon inh	SKN-1 block	Rin1-Abl PPI inh	PABP1 MLLE inh
COC(=O)Cn1c(C)c(/C=C/c2cc[n+](C)cc2)c2ccccc21	-18	-186	-2	i	-181	-367	-12	-84	-165
NC(=O)c1ccsc1NC(=O)COC(=O)c1cc(=O)[nH]c2ccccc12	1	-3	-3	i	-11	-9	20	-3	-7
COc1cc(-c2n[nH]c(=S)n2-c2cc(C(F)(F)F)ccc2Cl)cc(OC)c1OC	-8	2	3	i	15	3	0	0	-59
Cc1cccc(C)c1N(CC(=O)NCc1ccco1)C(=O)CNS(=O)(=O)c1ccc(F)cc1	8	2	-2	i	14	0	-6	-1	-9
COc1ccc(-c2cc(C(=O)N3CCN(c4ccccc4O)CC3)c3ccccc3n2)cc1OC	14	0	-6	+	12	1	0	-4	6
COc1ccc(CNC(=O)C2CCCN(S(=O)(=O)N3CC(C)CC(C)C3)C2)c(OC)c1 (centres undefined)	5	-8	-3	i	5	2	1	1	1
O=C(CN(Cc1ccccc1Cl)C(=O)c1csnn1)NCc1ccccc1	1	0	-2	i	6	0	1	1	3
CC(C)N(CCNC(=O)C1CCC(=O)N1Cc1ccc(F)cc1)Cc1ccccc1 (centres undefined)	-8	5	-1	i	16	-2	-7	1	-10
COc1cccc(CN2CCC(C(=O)NC(c3ccc4c(c3)OCO4)c3ccccn3)CC2)c1 (centres undefined)	-10	1	-2	i	3	-10	-6	-4	2
CCOc1ccc(NC(=O)CN(C)C(=O)C2(c3ccccc3)CC2)cc1OCC	-3	0	0	i	-16	7	-2	-1	-10
CCCCn1c(N)c(N(CCOC)C(=O)CN2C(=O)C3CCCCC3C2=O)c(=O)[nH]c1=O (centres undefined)	-9	-2	4	i	-8	15	-2	0	10
CCOP(=O)(OCC)C(Nc1ccc([N+](=O)[O-])cc1)c1ccc(Cl)cc1 (centres undefined)	18	8	-2	i	2	-1	-1	0	-10

# Source: PubChem (several laboratories)
